Screens: PubChem, National Center for Advancing Translational Sciences (NCATS)
GLP1R cytotox = qHTS of GLP-1 Receptor Inverse Agonists: Cytotox Screen; HEK293 cAMP-luciferase reporter cells, luminescence, 24 h; Potency, µM (titrated, usually from 38.3 µM), without a hit: at the highest dose activity change, negative = inhibition, hits mostly inhibitors; hit rate 0.13% among 410,000; AID 624418, 2012;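 further: loss of luciferase light is scored as toxicity; potency means the concentration at half of the fitted maximal effect; on the % scale 0 is the no-effect control and ±100 the full control effect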
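Luminescence readout: signal drop marks cytotoxicity. Plated cells grew 12 h at 37 °C, 5% CO2, received 23 nL compound for 24 h, then got luciferase reagent, read after 12 min at RT.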
KB-V1 MDR tox = qHTS assay for MDR1-selective chemotherapeutics: Primary screen using the drug-selected MDR subline cells KB-V1. KB-V1 MDR cells viability, CellTiter-Glo, 72 h. Potency, µM (top dose mostly 46.1 µM), for inactives: top-dose activity change, negative = cytotoxicity, actives largely listed as cytotoxic. hit rate 3.4% among 400,000; further: potency means the concentration at half of the fitted maximal effect; on the % scale 0 is the no-effect control and ±100 the full control effect; nearly all actives have a fitted effect of over 60% in size
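Following 72 h at 37 degrees C with compound, KB-V1 cell viability was read by CellTiter-Glo luminescence, medium being phenol-red-free DMEM plus 10% FBS; concentration-response parameters came from normalized, curve-fitted qHTS data.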
D3 antag = qHTS of D3 Dopamine Receptor Antagonist: qHTS | D(3) dopamine receptor (Homo sapiens), P35462 | D3R cells, DiscoveRx beta-arrestin luminescence, antagonist mode; active compounds read low | max response, negative = inhibition, % | hit rate 2.5% among 360,000 | AID 652054, 2013; in the data active means max response below about -50%; inconclusive means no clear call, values can overlap the other calls; further: on the % scale 0 is the no-effect control and ±100 the full control effect; mostly tested at two doses, the higher about 12 µM
Target sequence (P35462 whole entry, looked up): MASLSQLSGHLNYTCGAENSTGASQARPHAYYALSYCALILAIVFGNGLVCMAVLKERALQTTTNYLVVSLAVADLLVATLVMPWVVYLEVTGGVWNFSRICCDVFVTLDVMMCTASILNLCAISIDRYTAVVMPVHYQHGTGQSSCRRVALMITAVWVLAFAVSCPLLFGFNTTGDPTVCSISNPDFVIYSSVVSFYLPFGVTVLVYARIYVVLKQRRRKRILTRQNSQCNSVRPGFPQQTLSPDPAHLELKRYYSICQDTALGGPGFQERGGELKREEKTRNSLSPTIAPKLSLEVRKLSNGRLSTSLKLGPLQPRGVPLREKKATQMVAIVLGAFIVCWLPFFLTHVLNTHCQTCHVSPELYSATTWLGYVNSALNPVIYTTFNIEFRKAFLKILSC
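Cells expressing the human receptor were seeded at 1500 cells/well, incubated overnight at 37 degrees C in 5% CO2, then exposed to library compounds with dopamine controls for 90 minutes at 37 degrees C before luminescent detection.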
GLP1R inv ag = qHTS of GLP-1 Receptor Inverse Agonists (Inhibition Mode); HEK293 GLP-1R CRE-luciferase, luminescence, 24 h; GLP-1R form is constitutively active; Potency, µM (doses to about 38.3 µM), for the others: at the top dose activity change, negative = inhibition, most hits filed as inhibitors; AID 624417, 2012; Glucagon-like peptide 1 receptor (Homo sapiens), P43220; hit rate 1.6% among 410,000; further: potency means the concentration at half of the fitted maximal effect; on the % scale 0 is the no-effect control and ±100 the full control effect; nearly all actives have a fitted effect of over 55% in size
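Seeding at 200 cells/uL, 12 h culture, 24 hr compound treatment, then luciferase reagent and a luminescence read; cells are HEK293 stably expressing a constitutively active GLP-1R plus cAMP-responsive luciferase.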
aSyn rescue = qHTS of alpha-syn Inhibitors | Yeast expressing alpha-synuclein, growth rescue, BacTiter-Glo, 24 h | Potency, µM (series often up to 46.1 µM), inactives show top-dose growth rescue (activation), usual class: activators | hit rate 0.14% among 370,000; further: potency means the concentration at half of the fitted maximal effect; % of control where 0% means no effect; nearly all actives have a fitted effect of over 65% in size
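Screening used galactose-induced yeast with toxic alpha-synuclein levels, exposed to compound for 24 hr at 30 deg C. Cell growth, read with BacTiter-Glo luminescence, gave the measured signal.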
GLP1R ag = qHTS of GLP-1 Receptor Agonists | Potency, µM (doses to about 45.6 µM), for inactives: top-dose activation, usual class: activators | hit rate 0.007% among 380,000 | AID 624172, 2012 | HEK293 GLP-1R CRE-luciferase, luminescence, 4-6 h; cells express a hypersensitive GLP-1R form; further: potency means the concentration at half of the fitted maximal effect; % of control where 0% means no effect
PTHR1 ag = qHTS for PTHR1 Agonists: Primary Screen; Parathyroid hormone/parathyroid hormone-related peptide receptor (Homo sapiens), Q03431; hit rate 0.075% among 410,000; HEK293 GP2 PTHR1 cells, GloSensor cAMP luminescence, 1 h; Potency, µM (doses to about 115 µM), for the others: at the top dose activation, actives largely listed as activators; AID 743266, 2014; further: potency means the concentration at half of the fitted maximal effect; nearly all actives have a fitted effect of over 55% in size; some results filed as inactive show a strong effect at the top dose; inactives centre near -15; many of its hits are not listed in these tables
Target sequence (Q03431 whole entry, looked up): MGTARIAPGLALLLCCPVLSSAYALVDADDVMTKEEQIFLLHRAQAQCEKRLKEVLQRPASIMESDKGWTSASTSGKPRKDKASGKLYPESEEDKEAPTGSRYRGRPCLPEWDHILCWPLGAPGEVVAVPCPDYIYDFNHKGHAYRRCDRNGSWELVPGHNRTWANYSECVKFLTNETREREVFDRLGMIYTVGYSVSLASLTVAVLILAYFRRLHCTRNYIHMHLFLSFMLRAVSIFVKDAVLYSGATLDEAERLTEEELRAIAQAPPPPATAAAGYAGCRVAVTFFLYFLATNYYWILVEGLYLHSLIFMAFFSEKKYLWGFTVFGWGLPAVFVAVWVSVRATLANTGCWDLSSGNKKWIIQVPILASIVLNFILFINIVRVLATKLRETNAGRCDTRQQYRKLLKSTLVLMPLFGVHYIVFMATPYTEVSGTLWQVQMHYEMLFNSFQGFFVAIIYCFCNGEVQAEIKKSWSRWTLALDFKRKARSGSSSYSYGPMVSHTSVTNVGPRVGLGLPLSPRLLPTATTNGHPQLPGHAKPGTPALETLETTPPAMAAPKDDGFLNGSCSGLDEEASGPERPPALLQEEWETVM
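HEK-293-derived GP2 cells expressing PTHR1 and a GloSensor cAMP reporter, 3,000/well, plated overnight, given luciferin plus IBMX (each 0.5 mM as added) for 1 h at 37 °C, then compound for 1 h at 37 °C. Luminescence was read after 15 min at room temperature.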
TDP43 rescue = qHTS of TDP-43 Inhibitors. hit rate 1.8% among 410,000. TDP-43 expressing yeast growth rescue, BacTiter-Glo, 24 h. Potency, µM (doses to about 46.1 µM), inactives show at the highest dose growth rescue (activation), hits mostly activators. AID 652104, 2013; further: potency means the concentration at half of the fitted maximal effect; % of control where 0% means no effect; nearly all actives have a fitted effect of over 50% in size
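Luminescence from BacTiter-Glo reports growth of TDP-43-expressing yeast after 24 hr at 30 deg C with compound. Cells were raffinose-pregrown to mid-log, then seeded in galactose medium at OD600=0.02.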
DRD3 agonist = qHTS of D3 Dopamine Receptor Agonist: qHTS | max activation, % | hit rate 0.58% among 410,000 | D3R DiscoveRx beta-arrestin cells, luminescence, 90 min; in the data active means max activation above about 30%; further: 0% is about no effect; mostly tested at two doses, the higher about 12 µM
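Agonist mode: compounds and dopamine controls were applied to plated cells for 90 min at 37 degrees C after an overnight attachment at 1500 cells/well. Luminescent read-out followed 30 - 60 minutes at room temperature with DiscoveRx detection reagent.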
An asterisk follows results filed as active; i = inactive; ? = inconclusive; . = not tested or not shown; & = joins results of further samples; [ ] = another dose, or the depositor's remark. Unless noted, the call rests on the fitted dose curve; in most records, active means well fitted curve in the direction sought with a large enough effect; inconclusive means small, poorly fitted or top-dose-only effect, or another doubt; inactive means no such curve, though single readings can be large; an effect the other way counts as inactive or inconclusive. An excerpt; count on the stated rates, not on these rows.

SMILES	GLP1R cytotox	KB-V1 MDR tox	D3 antag	GLP1R inv ag	aSyn rescue	GLP1R ag	PTHR1 ag	TDP43 rescue	DRD3 agonist
CN(C)S(=O)(=O)c1ccc(N2CCCC2)c(C(=O)OCC(=O)NC2(C#N)CCCCC2)c1	22%	-22%	-24	-11%	-6%	5%	i	-16%	-21
Cn1c(=O)c2nc(-c3ccccc3)oc2c2ccccc21	-3%	?	-20	49%[activator]	?	?	i	10µM*	-3
COc1ccc(NC(=O)c2cccc(N3C(=O)C4CC=C(C)CC4C3=O)c2)c(OC)c1 (stereo not given)	-2%	?	7	6%	4%	18%	i	3%	2
CC(C)(C)c1nn(-c2ccccc2)c2[nH]c(=O)c(CNCc3ccc4c(c3)OCO4)cc12	-16%	-27%	-11	-26%	-6%	1%	-6%[57.5 µM]	-12%	-25
Cc1ccc(NC(=O)CSc2cccc3cccnc23)c(C)c1	?	-30%	-28	?	18%	8%	-4%	0%	-1
CCOC1=C2CN(S(=O)(=O)c3ccc(C)cc3)C(c3cccc(Cl)c3)CC2NC(c2ccccc2)C1 (stereo not given)	1%	?	10	?	0%	.	-6%	-1%	10
N#Cc1ccccc1NC(=O)C(=O)NCC(c1cccnc1)N1CCc2ccccc2C1 (stereo not given)	-6%	-4%	.	2%	.	.	i	19%	0
Cc1nc(NC(=O)CN(C)S(=O)(=O)c2ccc(Br)cc2)sc1C	4%	18µM*	-12	0%	13%	17%	-14%[57.5 µM]	5%	-12
Cc1noc(C)c1S(=O)(=O)Nc1ccc(C(=O)N2CCCCC2)cc1	10%	-21%	-8	26%	0%	-4%	-3%	-9%	1
NC1=NC(=O)/C(=C\c2ccc(O)c([N+](=O)[O-])c2)S1	?	-2%	-28	8%	-4%	0%	-4%	-6%	-4
O=C(CSc1ccccc1)Nc1nnc(COc2ccc(Cl)cc2)s1	8%	9%&0%	-18	-29%	9%	1%	-15%	?	4
Cc1cccc(NC(=O)Cn2c(O)c(N=NC(=O)c3ccccc3O)c3ccccc32)c1	9%	-1%	-71*	-9%	-1%	0%	i	14%	-9
Cc1ccc(OCC(=O)Nc2ccc(F)cc2)cc1	-9%	2%	7	0%	0%	4%	i	12%	-5
Cc1cccc(N(C)C(=O)C(Cc2ccccc2)NS(=O)(=O)c2cccc3nsnc23)c1 (stereo not given)	-4%	-6%	.	-18%	.	.	-9%	12%	-11
COc1ccc(S(=O)(=O)N2CCOCC2)cc1NC(=O)CCNC(=O)c1ccc(Cl)cc1	-7%	17%	10	37%	-6%	10%	i	-6%	-9
Cc1ccccc1NS(=O)(=O)c1ccc(F)cc1	-7%	12%	-21	?	1%	-1%	-6%[57.5 µM]	-3%	21
O=C(NCCN1CCOCC1)c1cccc(S(=O)(=O)N2CCCCC2)c1	9%	.	-19	-3%	-4%	-5%	-6%	-1%	-20
COc1ccc(OC)c(S(=O)(=O)Nc2ccc3c(c2)N(C(C)=O)CCC3)c1	4%	-27%	2	32%	4%	8%	-33%	-22%	2
Cc1ccc(S(=O)(=O)N(CC(=O)N(C(C)C)C(C)C)C(=O)N2CCN(C)CC2)cc1	-1%	-2%	6	9%	7%	-4%	i	-7%	-6
Cc1cc(C)cc(NC(=O)c2cnc3sc(N4CCCC4)nn3c2=O)c1	1%	.	.	0%	.	.	i	26%	19
O=C(c1ccc(CS(=O)c2ccc(Br)cc2)o1)N1CCN(C2CCCCC2)CC1 (stereo not given)	-5%	-28%	-8	4%	8%	3%	i	11%	-10
Cc1cc(C)cc(NC(=O)CNS(=O)(=O)c2ccc3nc(C)sc3c2)c1	0%	.	.	-12%	.	.	i	13%	-4
CCN1CC(O)=C(c2nc3ccccc3s2)C1=N	-5%	11%	35	38%[activator]	-6%	9%	i	-12%	-12
Cc1cc(C)nc(NC(N)=NCCc2c[nH]c3ccccc23)n1	?	-12%	-12	-15%	0%	-3%	-15%	-10%[0.397 µM]	11
COc1ccc(OC)c(NC(=O)Nc2nc(C(N)c3ccccc3Cl)cs2)c1 (stereo not given)	-16%	-3%	-4	?	-6%	17%	i	0%	-9

(further entries)
SMILES	GLP1R cytotox	KB-V1 MDR tox	D3 antag	GLP1R inv ag	aSyn rescue	GLP1R ag	PTHR1 ag	TDP43 rescue	DRD3 agonist
CCOc1ccccc1NC(=O)Cn1c(=O)n(CCC(C)C)c(=O)c2cccnc21	-9%	6%	.	0%	.	.	-49%	-14%	3
CCCN(CCC)C(=O)CSc1nc2n[nH]c(C)c2c(=N)n1-c1ccc(OC)cc1	-13%	?	12	6%	4%	20%	-32%[57.5 µM]	15%	2
COc1ccccc1NC(=O)c1ccc(-c2nc(COc3ccc(C)cc3)c(C)o2)cc1	7%	?	.	8%	.	.	-20%	14%	13
Cc1ccc(C(=O)NNC(=O)c2cccc3ccccc23)cc1	15%	15%	-3	12%	1%	2%	i	17%	0
CCOc1ccc(CCNS(=O)(=O)c2c(C)n[nH]c2C)cc1OCC	8%	-6%	13	31%	-8%	8%	i	-18%	3
Cc1ccccc1-n1c(C)cc(/C=N/NC(=O)c2ccncc2)c1C	8%	8%	-29	0%	0%	17%	i	5%	-16
COc1cc(C(=O)n2nc(C)cc2C)ccc1O	-3%	0%	-14	3%	0%	-6%	i	13%	4
CCN1CCCc2cc(CN(CCN3CCOCC3)C(=S)Nc3ccc(OC)cc3)ccc21	1%	-29%	-13	-14%	-3%	-5%	i	-3%	-5
COc1ccc(C(=O)N2CCN(C(=O)C3COc4ccccc4O3)CC2)cc1 (stereo not given)	-1%	2%	7	-7%	3%	5%	-2%	14%	1
Cc1cc(C(=O)Nc2nnc(C3CCCCC3)s2)cs1	7%	?	3	-2%	-9%	-10%	-8%	-7%	-6
Cc1ccc2c(c1)nnn2C1CCN(CC(=O)N2c3ccccc3CC2C)CC1 (stereo not given)	-15%	20%	-70*	0%	0%	-7%	i	-7%	-9
Clc1ccc(OCCn2ccnc2)c(Cl)c1	10%	?	-1	0%	0%	21%	-3%[57.5 µM]	-9%	-8
Cc1nn(CC(=O)NCCCN2CCC(Cc3ccccc3)CC2)c(=O)c2cc(-c3ccccc3)nn12	2%	4%	-88*	-11%	3%	-6%	i	7%	3
COc1ccc(C(C)(C)NC(=O)C2CCC(=O)N(CCCN3CCCC3=O)C2)cc1 (stereo not given)	-1%	22%	-2	-7%	3%	8%	i	6%	2
O=C(NC1CCC(O)CC1)c1cccc2cccnc12 (stereo not given)	10%	18%	5	14%	-1%	8%	-22%	-22%	-1
Clc1ccc(OCCCCN2CCCCC2)cc1	-2%	0%	-62*	-25%	-2%	2%	0%	-13%	-25
CC(C)NCC(=O)Nc1c2c(nc3ccccc13)CCC2	-12%	7%	-16	7%	-1%	13%	i	-11%[1.82 µM]	8
CCN(CC)S(=O)(=O)c1ccc(N(C)C)c(NC(=O)C2CCCC2)c1	-5%	-13%	-12	?	0%	3%	i	-14%	-5
CN1CCN(C(=S)c2ccc(Br)cc2)CC1	10%	3%	?	-6%	5%	9%	i	-4%	-19
COc1ccc(OCCSc2nc3ccccc3n2CCC(=O)O)cc1	-3%	?	-11	9%	-2%	-1%	-10%	-20%	-9
C=CCn1c(=O)c(C(=O)Nc2ncccc2O)c(O)c2ccccc21	3%	1%	5	-5%	-4%	2%	-3%	-12%	12
Cc1ccc2[nH]c3c(=O)[nH]ncc3c2c1	0%	-62%	16	15%	1%	8%	-11%	-15%	-2

Part of the list above in order of molar mass, rising.
SMILES	GLP1R cytotox	KB-V1 MDR tox	D3 antag	GLP1R inv ag	aSyn rescue	GLP1R ag	PTHR1 ag	TDP43 rescue	DRD3 agonist
O=C(NC1CCC(O)CC1)c1cccc2cccnc12 (stereo not given)	10%	18%	5	14%	-1%	8%	-22%	-22%	-1
COc1ccc(OCCSc2nc3ccccc3n2CCC(=O)O)cc1	-3%	?	-11	9%	-2%	-1%	-10%	-20%	-9
O=C(NCCN1CCOCC1)c1cccc(S(=O)(=O)N2CCCCC2)c1	9%	.	-19	-3%	-4%	-5%	-6%	-1%	-20
COc1ccc(C(C)(C)NC(=O)C2CCC(=O)N(CCCN3CCCC3=O)C2)cc1 (stereo not given)	-1%	22%	-2	-7%	3%	8%	i	6%	2
Cc1cccc(NC(=O)Cn2c(O)c(N=NC(=O)c3ccccc3O)c3ccccc32)c1	9%	-1%	-71*	-9%	-1%	0%	i	14%	-9
O=C(c1ccc(CS(=O)c2ccc(Br)cc2)o1)N1CCN(C2CCCCC2)CC1 (stereo not given)	-5%	-28%	-8	4%	8%	3%	i	11%	-10
COc1ccc(S(=O)(=O)N2CCOCC2)cc1NC(=O)CCNC(=O)c1ccc(Cl)cc1	-7%	17%	10	37%	-6%	10%	i	-6%	-9
Cc1nn(CC(=O)NCCCN2CCC(Cc3ccccc3)CC2)c(=O)c2cc(-c3ccccc3)nn12	2%	4%	-88*	-11%	3%	-6%	i	7%	3
